# Screens as filed in PubChem.
# Insulin prom up = MIN6 insulin promoter up-regulation; MIN6 insulin promoter-GFP reporter, high-content imaging; stronger effect = higher value; 190,000 compounds, 0.3% hits; z-score at 5 µM;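 active means z-score above 3 at 5 µM with at least 500 cells counted in the well; inconclusive means wells under 500 cells, flagged as cytotoxic or low count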
# HEK293 NOD2/NF-kB = inhibition of NOD2-driven NF-kB reporter – cell-based, luminescence, uHTS, HEK293 (AID 1566). HEK293 NOD2/NF-kB luciferase reporter, luminescence; higher % means a stronger effect. inhibition, % at 4 µM, or EC50 in µM where a hit was titrated. 290,000 compounds, 0.63% hits; in the data active means inhibition above about 50%; further: many of its hits are not listed in these tables
# Yfh1-depleted yeast = enhancers of respiration in Yfh1-depleted yeast, dose response, Friedreich's ataxia, plus single-dose screen (AID 1465); S. cerevisiae Yfh1-off respiration, WST-1 reduction, 72 h; higher fold induction means a stronger effect; one-dose fold induction at 50 µM; EC50 in µM for titrated hits; 220,000 compounds, 0.074% hits;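 active means fold induction of absorbance versus untreated yeast above a set limit, then at least 30% activation at any dose in follow-up; inconclusive means repeats straddling the limit, or above it without dose testing; inactive means fold induction below the set limit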;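 further: activators that raise dye reduction in frataxin-depleted yeast; strong numbers were not always called active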
# Autophagy mod = alters autophagy in cells; 190,000 compounds, 0.98% hits; MEF GFP-LC3 puncta imaging; test concentration mostly 10 µM; AID 463193; calls only at 10 µM (by protocol);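 active means percentage of spot-positive cells more than 3 SD above its plate mean, without a fluorescence outlier flag or 80% toxicity; inconclusive means no clear call, values can overlap the other calls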;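 further: spot-positive cell cutoff set from DMSO-treated cells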
# MT stabilize HCS = microtubule stabilization, imaging screen | HeLa tubulin immunostaining HCS, 24 h; share of cells brighter than vehicle mean+2SD | % tubulin-high responders, % at 10 µM | 200,000 compounds, 0.83% hits | AID 2205;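 active means plate Z-score above 3 for both tubulin-high and condensed-nucleus cell shares, with cell loss under 80%, at 10 µM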;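 further: anti alpha tubulin signal scored within the nucleus-defined area of each cell; some results filed as inactive read as strong as hits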
# bCat nuc transl = beta-catenin nuclear translocation modulation | HeLa beta-catenin nuclear translocation, immunofluorescence imaging | nuclear translocation activity, % at 5 µM | 190,000 compounds, 0.3% hits | AID 1665;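 active means nuclear translocation activity above 50% at 5 µM, with a well cell count of 50 or more; inconclusive means wells under 50 cells across six images, flagged as toxic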;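 further: per-cell ratio of nuclear to cytoplasmic median beta-catenin stain intensity; plate controls were DMSO negative control for no effect and GSK-3 inhibitor IX positive control for full effect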
#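 test system = HeLa cells, endogenous beta-catenin | dosing = single 5 µM dose plus 0.02–20 µM confirmation series | times = compound treatment 24 h, 37°C, 5% CO2 | technique = beta-catenin immunofluorescence imaging with DAPI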
# WT yeast gro inh = growth inhibition of WT yeast, mitochondrial fusion screen; 190,000 compounds, 2.1% hits; mitochondrial fusion phenotypic screen, WT strain; AID 1362; inhibition, % at 10 µM; in the data active means inhibition above about 58%; tested in S. cerevisiae
# Dynein cargo inh = blocks dynein driven cargo transport along microtubules; 3617.4 mouse cells, GR-EGFP nuclear translocation imaging; test concentration mostly 20 µM; stimulated with dexamethasone, 1 µM; stronger effect = lower value; z-score, hits read low; 220,000 compounds, 0.47% hits; AID 1381;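 active means plate z-score of nuclear minus cytoplasmic receptor signal below a set negative limit, without overly bright fluorescence or cell loss, cut at about -3.5 in these data, passing the limit was not always enough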;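 further: z-score of nuclear minus cytoplasmic ring GR-EGFP intensity difference per well; some compounds called inactive have numbers as strong as hits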
#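 medium = tetracycline-free induction medium containing charcoal-stripped FBS | probe or stimulus = dexamethasone, 1.0 µM final | timing = 48 h induction, then 1 h compound, then 30 min agonist, 37 °C | detection = automated 10x imaging of fixed Hoechst-stained cells | read-out basis = nuclear versus cytoplasmic GR-EGFP signal, averaged per well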
# Hep lipid drop = modulators of hepatic lipid droplet formation; AML12 mouse hepatocytes, oleate lipid droplets, BODIPY imaging; inhibition, % at 6.5 µM; 240,000 compounds, 0.4% hits; AID 1656;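 active means lipid droplet intensity inhibited by at least 50%, with more than 500 cells counted; inconclusive means wells with under 300 cells, treated as cytotoxic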
#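 material = mouse AML12 hepatocyte cell line, fixed after treatment | also added = 100 µM oleic acid challenge | doses = compound at 6.5 µM only | schedule = overnight exposure | technique = Image-based BODIPY and DAPI two-channel analysis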
# WT yeast gro inh mutant strain = further read-out of WT yeast gro inh, marked with its call; inhibition, %; mitochondrial fusion phenotypic screen, mutant strain inhibition
# Dynein cargo inh cytoplasmic EGFP = also measured in Dynein cargo inh; calls as there; z-score; measured here: cytoplasmic GR-EGFP intensity; stronger effect = higher value
# Dynein cargo inh nuclear GR-EGFP = recorded beside Dynein cargo inh, whose call it bears; z-score; measured here: nuclear GR-EGFP intensity;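 lower value marks the stronger effect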
# Dynein cargo inh cell count = also measured in Dynein cargo inh; calls as there; z-score; measured here: cell count per field
# Insulin prom up cell count = further read-out of Insulin prom up, marked with its call; cell count; measured here: cytotoxicity, nuclei count;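 total cells summed across four imaged fields per well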
# Hep lipid drop cells 6.5 µM = further read-out of Hep lipid drop, marked with its call; cell count; measured here: cell count, cytotoxicity flag;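 cells counted across two imaged fields per well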
# bCat nuc transl cell count 5 µM = recorded beside bCat nuc transl, whose call it bears; cell count; measured here: cell count, cytotoxicity flag
# MT stabilize HCS Hoechst-high % = further read-out of MT stabilize HCS, marked with its call; % Hoechst-high responders; measured here: nuclear condensation Hoechst responders;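 share of cells brighter than vehicle mean plus two SD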
# MT stabilize HCS cytotoxicity % = also measured in MT stabilize HCS; calls as there; toxicity, %; measured here: cytotoxicity by cell density;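 0% = mean cell density of plate MIN control wells and 100% = no cells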
# Autophagy mod cell loss 18 h = second read-out of Autophagy mod, no call of its own (marks repeat the call); toxicity, %; measured here: cell loss, nuclei count;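 cell loss after 18 h compound exposure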
# The depositor's hits bear a star; i = inactive; ? = inconclusive; nt = no result given. Some of the compounds tested; rates above refer to the full screens.
Molecule,Insulin prom up,Insulin prom up cell count,HEK293 NOD2/NF-kB,Yfh1-depleted yeast,Autophagy mod,Autophagy mod cell loss 18 h,MT stabilize HCS,MT stabilize HCS Hoechst-high %,MT stabilize HCS cytotoxicity %,bCat nuc transl,bCat nuc transl cell count 5 µM,WT yeast gro inh,WT yeast gro inh mutant strain,Dynein cargo inh,Dynein cargo inh cytoplasmic EGFP,Dynein cargo inh nuclear GR-EGFP,Dynein cargo inh cell count,Hep lipid drop,Hep lipid drop cells 6.5 µM
O=C(Cc1ccccc1)N1CCN(S(=O)(=O)c2ccc([N+](=O)[O-])cc2)CC1,-0.08,1444,11%,i,i,9,2.1,1.8,5.2,0.3,1585,-9,14,0.2,-0.28,0.39,0.19,49,724
COC(=O)c1ccc(NC(=O)Nc2ccc(OC)c(OC)c2)cc1,-0.02,1597,23%,i,i,-1,3.6,1.5,7.9,2.2,924,-12,-12,-0.79,-0.17,-0.26,0.75,-11,664
CCOc1ccc(S(=O)(=O)Nc2ccc(F)cc2)c(C)c1C,0.66,822,-9%,i,i,5,1.1,1.4,7.0,nt,nt,53,16,-1.5,-0.25,-0.79,0.78,-8,838
Cc1ccc([N+](=O)[O-])c(C(=O)N/N=C/c2cccnc2)c1,0.42,1360,0%,i,nt,nt,nt,nt,nt,-0.4,1022,nt,nt,-0.46,-0.19,-0.29,0.27,4,678
O=C(Cn1ccc(C(F)(F)F)n1)N/N=C/c1cccs1,0.57,985,22%,i,i,1,1.5,2.7,1.0,nt,nt,-21,-6,-0.45,-0.22,0.1,0.46,3,679
Cn1nc(C(F)(F)F)c2cc(NC(=O)OCc3ccc(C(C)(C)C)cc3)sc21,0.39,822,20%,nt,i,-7,2.1,1.4,20,nt,nt,50,-9,-0.21,-0.25,-0.049,0.075,8,749
O=C(c1ccco1)N1CCN(c2cc(=O)n(-c3ccc(Cl)cc3)c(=O)[nH]2)CC1,-1.2,2124,3%,i,i,-5,15,2.2,2.6,2.4,1168,-16,-12,1.5,-0.15,0.88,-0.6,-5,658
O=C1CC(NN2CCCCC2)C(=O)N1c1ccccc1 (stereo not drawn),nt,nt,2%,i,i,16,3.1,3.5,7.0,0.0,1525,-2,-7,-0.37,-0.21,-0.3,-0.059,1,752
CCCCc1cc(=O)oc2cc(O)cc(O)c12,-0.02,1342,nt,i,i,-26,5.7,2.9,2.9,-3.0,877,14,-2,2.9,-0.14,2,-1.9,-2,759
CC(=O)Nc1cccc(OCC(=O)NC(C)C(C)C)c1 (stereo not drawn),0.22,845,-23%,i,i,-7,3.4,2.4,7.0,3.7,1083,1,8,0.59,-0.13,0.74,-1.6,-8,724
COc1cc(C(=O)NCC(=O)N/N=C/c2cccs2)cc(OC)c1OC,0.29,1384,13%,i,i,-10,1.6,1.7,5.3,1.2,1079,-2,20,-0.44,-0.24,-0.065,0.42,1,652
Cc1ccccc1Nc1ncccc1C(=O)N1CCOCC1,0.84,1668,-2%,i,i,-7,1.4,0.7,4.8,-0.6,1399,-6,-30,-0.55,-0.22,-0.33,0.96,nt,nt
CCCCN(C)C1=Nc2cccc3cccc1c23,nt,nt,11%,nt,i,-2,1.7,1.2,8.8,nt,nt,16,17,-0.74,-0.25,-0.14,0.36,0,794
Nc1c(C(=O)Nc2cccc(F)c2)nnn1-c1cccc(C(F)(F)F)c1,nt,nt,-11%,i,i,-39,2.8,1.8,5.8,0.4,1091,9,4,0.31,0.4,0.23,-0.012,2,699
O=C(Cc1nnc(NC(=O)Nc2ccc(F)cc2)s1)Nc1ccccc1,-0.26,1436,8%,i,i,-12,0.8,0.9,7.5,0.1,1485,6,-10,-0.32,-0.37,-0.7,0.96,1,665
O=C(O)c1cc(N/N=C/C=C/c2ccccc2[N+](=O)[O-])ccc1Cl,-0.49,1434,-71%,i,nt,nt,nt,nt,nt,-0.7,1357,nt,nt,1.9,-0.27,0.71,-0.85,-7,652
COc1cc(/C=C/C(=O)N2CCCN(C(=O)/C=C/c3cc(OC)c(OC)c(OC)c3)CC2)cc(OC)c1OC,0.29,1132,21%,i,i,0,1.4,1.3,6.8,0.2,1058,-12,-15,0.16,-0.31,-0.25,0.7,7,701
CN(C)CC(C)(C)CNS(=O)(=O)c1ccc(Cl)s1,nt,nt,11%,i,i,4,2.6,4.3,9.1,-1.8,1074,-2,0,0.091,1.5,-0.21,-0.039,8,709
Nc1cc(N)nc(SCc2cc(=O)oc3cc4c(cc23)CCC4)n1,0.1,1351,13%,i,i,-1,5.3,3.3,6.7,-5.5,1194,10,-3,-0.18,-0.12,0.46,-1.2,-14,745
CCN(CC)NC(=S)Nc1ccccc1,nt,nt,4%,i,i,-1,1.5,2.3,9.0,nt,nt,-14,2,-0.49,-0.22,-0.57,0.56,nt,nt
O=C(COc1ccccc1)Nc1cccc2nsnc12,0.77,1268,-13%,i,i,10,2.5,2.8,1.7,-2.7,977,-8,1,-0.93,-0.1,-0.18,0.45,nt,nt
CC(C)(C)c1csc(Sc2ccc([N+](=O)[O-])cn2)n1,-0.27,1066,-30%,i,nt,nt,nt,nt,nt,-0.1,1273,nt,nt,-1.2,-0.12,-0.47,0.74,-4,697
CCS(=O)(=O)N1CCCC(c2nc(-c3cccc(OC)c3)no2)C1 (stereo not drawn),nt,nt,-32%,i,i,1,1.0,0.3,27,-1.1,1050,22,4,1.5,-0.28,1.2,-0.32,-2,708
COc1ccc(-n2nnnc2SCC(=O)Nc2nc3c(s2)CCCC3)cc1,0.03,1512,26%,i,i,1,2.9,1.3,0.3,-1.5,1358,19,12,-0.26,0.068,-0.78,-0.15,nt,nt
CCN(CC(=O)NCc1ccc(F)cc1)Cc1cc(=O)n2ccsc2n1,0.36,1108,13%,i,i,-13,3.9,2.4,4.6,4.2,1035,-46,-8,0.089,-0.12,-0.0047,1.1,-8,653
COc1cc(Cl)c(C)cc1NC(=O)CSc1ccc(NC(C)=O)cc1,-0.76,1444,26%,i,i,11,1.5,2.5,7.1,-2.2,1090,14,-3,-0.033,-0.24,-0.18,0.044,8,627
C/C(=N\NC(=O)COc1ccccc1F)c1cc2ccccc2o1,0.52,1624,-34%,i,i,4,2.6,1.6,12,-7.4,625,-6,2,0.46,-0.21,0.35,-0.35,21,724
COc1cccc(/C=N/NC(=O)CCc2ccccc2)c1,nt,nt,6%,i,i,3,1.1,1.7,7.3,nt,nt,28,24,-0.096,-0.23,-0.35,0.44,nt,nt
CCOC(=O)c1nc(NCc2cccc(OC)c2)c2ccccc2n1,0.18,1173,11%,i,i,-2,3.7,2.0,9.4,0.9,1094,-13,4,-0.14,-0.3,0.16,-0.29,-1,696
Cc1ccnc(NC(=O)c2sc3ccccc3c2Cl)c1,0.08,1338,-85%,i,i,0,2.1,4.0,5.7,-1.1,533,5,1,-0.35,-0.32,-0.64,0.57,-12,649
CN1C2=NCCN2C(=O)c2ccccc21,-0.15,893,8%,i,i,-9,2.3,0.9,6.7,0.2,1226,3,-8,0.16,-0.23,0.23,1.1,3,778
COc1ccccc1NC(=S)N(Cc1ccco1)Cc1cc2ccc(C)c(C)c2[nH]c1=O,-0.83,764,-2%,i,i,41,10,6.7,44,nt,nt,-3,20,-0.24,-0.22,-0.17,0.27,?,nt
CCSC(=Nc1ccccc1)C1=C(O)COC1=O,-0.11,1152,10%,i,i,-4,2.6,1.7,4.6,-1.4,1000,25,-10,-0.87,-0.21,-0.28,0.65,nt,nt
O=C(NCCCN1CCOCC1)c1cn(-c2ccccc2)nc1-c1cccs1,-0.7,935,12%,i,i,-3,1.1,1.4,6.9,nt,nt,0,-6,2.4,-0.067,1.2,-1.1,26,788
O=C(CSc1nnc(NC(=O)c2ccco2)s1)Nc1ccc2c(c1)OCCO2,0.46,1602,-56%,i,i,-26,1.6,1.3,3.9,-2.0,1122,3,11,-0.7,-0.09,-0.34,0.47,-4,703
COc1ccc(OC)c(CCNC(=O)CS(=O)(=O)Cc2nc(-c3ccccc3C)oc2C)c1,0.21,1673,15%,nt,i,8,5.1,4.0,8.5,-1.0,1351,5,1,0.81,-0.23,0.79,-1.1,nt,nt

# Full records from above. Order of screens: Insulin prom up, Insulin prom up cell count, HEK293 NOD2/NF-kB, Yfh1-depleted yeast, Autophagy mod, Autophagy mod cell loss 18 h, MT stabilize HCS, MT stabilize HCS Hoechst-high %, MT stabilize HCS cytotoxicity %, bCat nuc transl, bCat nuc transl cell count 5 µM, WT yeast gro inh, WT yeast gro inh mutant strain, Dynein cargo inh, Dynein cargo inh cytoplasmic EGFP, Dynein cargo inh nuclear GR-EGFP, Dynein cargo inh cell count, Hep lipid drop, Hep lipid drop cells 6.5 µM
# CCSC(=Nc1ccccc1)C1=C(O)COC1=O reads -0.11, 1152, 10%, i, i, -4, 2.6, 1.7, 4.6, -1.4, 1000, 25, -10, -0.87, -0.21, -0.28, 0.65, nt, nt
# O=C(CSc1nnc(NC(=O)c2ccco2)s1)Nc1ccc2c(c1)OCCO2 reads 0.46, 1602, -56%, i, i, -26, 1.6, 1.3, 3.9, -2.0, 1122, 3, 11, -0.7, -0.09, -0.34, 0.47, -4, 703
